KB-V1 cytotox – kills drug-selected multidrug resistant KB-V1 cells. KB-V1 MDR cells viability, CellTiter-Glo, 72 h. Potency, µM (top dose mostly 46.1 µM), inactives show at the top dose activity change, negative = cytotoxicity, hits mostly cytotoxic. 400,000 compounds, 3.4% hits; note: potency is the fitted concentration of half-maximal effect; % is set by controls: 0 for no effect and ±100 for the full control effect; nearly all actives have a fitted effect of over 60% in size
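Readout: CellTiter-Glo luminescence, 10 min after addition. Cells: KB-V1 MDR subline, 72 h at 37 degrees C with compound. Analysis: corrected, normalized data fitted to concentration-effect curves.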
DRD3 agonist – activates the human D3 dopamine receptor; max activation, %; P35462; 410,000 compounds, 0.58% hits; D3R DiscoveRx beta-arrestin cells, luminescence, 90 min; in the data active = max activation above about 30%; note: 0% is about no effect; mostly tested at two doses, the higher about 12 µM
Target sequence (P35462 whole entry, looked up): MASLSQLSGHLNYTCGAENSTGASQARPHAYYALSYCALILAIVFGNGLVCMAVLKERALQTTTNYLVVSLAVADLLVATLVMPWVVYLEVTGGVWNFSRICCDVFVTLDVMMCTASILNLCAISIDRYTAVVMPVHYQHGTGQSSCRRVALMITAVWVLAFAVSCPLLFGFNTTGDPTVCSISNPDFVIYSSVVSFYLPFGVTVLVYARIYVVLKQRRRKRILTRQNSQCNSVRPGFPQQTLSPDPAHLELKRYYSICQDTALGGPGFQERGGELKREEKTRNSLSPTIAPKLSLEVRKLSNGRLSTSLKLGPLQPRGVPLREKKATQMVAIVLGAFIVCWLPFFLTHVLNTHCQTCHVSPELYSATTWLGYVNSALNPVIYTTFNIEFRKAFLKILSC
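Agonist-mode cell screen: cells plated at 1500/well and incubated overnight at 37 °C, then exposed to library compounds for 90 min at 37 °C. Detection reagent was added for 30–60 min at room temperature, and luminescence was read.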
KB-3-1 cytotox – KB-3-1 parental cell cytotoxicity; KB-3-1 viability, CellTiter-Glo ATP luminescence, 72 h; Potency, µM (series often up to 46.1 µM), inactives show at the highest dose activity change, negative = cytotoxic, usual class: cytotoxic; 400,000 compounds, 1.4% hits; note: potency is the fitted concentration of half-maximal effect; % is set by controls: 0 for no effect and ±100 for the full control effect; nearly all actives have a fitted effect of over 60% in size
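Multi-concentration cytotoxicity screen in KB-3-1 cells grown in DMEM lacking phenol red with 10% FBS. After 72 h at 37 °C with compound, ATP-dependent luminescence was recorded.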
Starred values were filed as active, the others as inactive. Unless noted, calls come from the whole dose curve; as a rule, active = well fitted cell-killing curve with a large enough effect; inconclusive = small, poorly fitted or top-dose-only effect, or effect the other way; inactive = flat fitted curve, though single readings scatter. Only part of the results is shown. The share of hits here may be higher or lower than overall.

What do the screens show for `COc1cccc(N2CCN(c3ncnc4onc(-c5ccc(F)cc5)c34)CC2)c1`?
KB-V1 cytotox: 14%; DRD3 agonist: 2; KB-3-1 cytotox: 3%

What do the screens show for `Cc1ccc(C(=O)COC(=O)CCC(=O)Nc2ccc(Oc3ccccc3)cc2)cc1C`?
KB-V1 cytotox: inconclusive; DRD3 agonist: 3; KB-3-1 cytotox: 1%

How did CCOc1cccc2cc(S(=O)(=O)c3ccccc3F)c(=O)oc12 do in these assays?
KB-V1 cytotox: 5%; DRD3 agonist: -7; KB-3-1 cytotox: -11%

Results for COc1ccc(C(=O)Nc2ccc(C(=O)OCc3cc(=O)n4nc(C5CC5)sc4n3)cc2)cc1 ?
KB-V1 cytotox: 7%; DRD3 agonist: 2; KB-3-1 cytotox: 8%

What do the screens show for `CCOC(=O)c1c(C)sc(-c2c(-c3ccc(OC)c(F)c3)[nH]c3c2c(=O)[nH]c(=O)n3C)c1O`?
KB-V1 cytotox: 11%; DRD3 agonist: -7; KB-3-1 cytotox: -17%

How did COc1cccc(-c2nnc(SCC(=O)N3CCc4ccccc43)o2)c1 do in these assays?
KB-V1 cytotox: -4%; DRD3 agonist: 4; KB-3-1 cytotox: 3%

What do the screens show for `CCOC(=O)c1ccccc1NC1(c2ccc(OC)cc2)C(=O)c2ccccc2C1=O`?
KB-V1 cytotox: 1%; DRD3 agonist: 9; KB-3-1 cytotox: -7%

Results for Cc1ccc(Cl)cc1N1CCN(C(=O)c2cn(CC(C)C)c(=O)c3c2c2ccccc2n3C)CC1 ?
KB-V1 cytotox: 5%; DRD3 agonist: 10; KB-3-1 cytotox: 1%

What do the screens show for `COc1cccc(-c2nnc(SCC(=O)N(C)c3ccccc3)o2)c1`?
KB-V1 cytotox: 14%; DRD3 agonist: -12; KB-3-1 cytotox: 2%

How did COc1ccccc1C(=O)Nc1ccccc1SCc1cc(=O)c2ccccc2[nH]1 do in these assays?
KB-V1 cytotox: -4%; DRD3 agonist: -3; KB-3-1 cytotox: -8%

What do the screens show for `CCOC(=O)c1noc2ncnc(N(CCC(=O)OC)c3ccccc3)c12`?
KB-V1 cytotox: -13%; DRD3 agonist: -22; KB-3-1 cytotox: 1%

Results for CCCc1cnc2c(c1SCC(=O)N1CCC(C)CC1)c(=O)n(C)c(=O)n2C ?
KB-V1 cytotox: -5%; DRD3 agonist: 0; KB-3-1 cytotox: -6%

Results for CCOc1ccc(-c2cc(NC(=O)Nc3ccc(Cl)cc3)c(C(=O)OC)s2)cc1 ?
KB-V1 cytotox: 4%; DRD3 agonist: -3; KB-3-1 cytotox: inconclusive

Results for COc1ccc(NC(=O)CN2CCN(C3CCCCC3)C(=O)C2=O)cc1 ?
KB-V1 cytotox: 3%; DRD3 agonist: 14; KB-3-1 cytotox: -2%

How did CCc1ccc(CNC(=O)c2ccc(NC(=O)N3CCSc4ncccc43)cc2)cc1 do in these assays?
KB-V1 cytotox: 17%; DRD3 agonist: 5; KB-3-1 cytotox: 1%

Results for O=c1c(-c2ccc(Cl)cc2)c(C(F)(F)F)oc2c(CN3CCCCC3)c(O)ccc12 ?
KB-V1 cytotox: inconclusive; DRD3 agonist: -17; KB-3-1 cytotox: inconclusive

How did CCOc1ccc2nc(N3CCCC(C(=O)NCCc4ccc(OC)cc4OC)C3)sc2c1 (stereo not given) do in these assays?
KB-V1 cytotox: -30%; DRD3 agonist: 8; KB-3-1 cytotox: -8%

What do the screens show for `Cc1ccc(CNS(=O)(=O)c2ccc(N3CCCCS3(=O)=O)cc2)cc1`?
KB-V1 cytotox: -6%; DRD3 agonist: 10; KB-3-1 cytotox: inconclusive

How did CCc1ccccc1NC(=O)c1c(NC(=O)c2ccccc2)sc2c1CCCC2 do in these assays?
KB-V1 cytotox: 17%; DRD3 agonist: 9; KB-3-1 cytotox: inconclusive

What do the screens show for `Cc1cccc(Cn2nnc3c(=O)[nH]c(C4CCN(C(=O)c5ccccc5F)CC4)nc32)c1`?
KB-V1 cytotox: 2%; DRD3 agonist: 1; KB-3-1 cytotox: -1%

2 entries picked at random from those above, as already listed:
Results for Cc1ccc(Cl)cc1N1CCN(C(=O)c2cn(CC(C)C)c(=O)c3c2c2ccccc2n3C)CC1 ?
KB-V1 cytotox: 5%; DRD3 agonist: 10; KB-3-1 cytotox: 1%

What do the screens show for `Cc1cccc(Cn2nnc3c(=O)[nH]c(C4CCN(C(=O)c5ccccc5F)CC4)nc32)c1`?
KB-V1 cytotox: 2%; DRD3 agonist: 1; KB-3-1 cytotox: -1%

Continuation.
What do the screens show for `CCc1ccc(-c2csc(-c3cc4cc(Br)ccc4oc3=O)n2)cc1`?
KB-V1 cytotox: 0%; DRD3 agonist: 8; KB-3-1 cytotox: -1%

Results for Cc1ccc(C)c(N2CCN(C(=O)Cn3c(C)c4cnn(-c5ccccc5)c(=O)c4c3C)CC2)c1 ?
KB-V1 cytotox: -22%; DRD3 agonist: 8; KB-3-1 cytotox: inconclusive

What do the screens show for `CC(C)CCNC(=O)CN1C(=O)CSc2ccc(S(=O)(=O)N3CCCCC3)cc21`?
KB-V1 cytotox: -6%; DRD3 agonist: -8; KB-3-1 cytotox: -1%

How did Cc1ccc(NC(=O)Cn2c(C)cc(C)c(C#N)c2=O)cc1 do in these assays?
KB-V1 cytotox: 23%; DRD3 agonist: -8; KB-3-1 cytotox: 0%

How did CCN(CC)C(=O)Cn1c(SCCOc2ccc(Cl)cc2)nc2ccccc21 do in these assays?
KB-V1 cytotox: 16%; DRD3 agonist: -1; KB-3-1 cytotox: 0%

Results for Cc1cc(-c2nc3ncccc3o2)ccc1NC(=O)COc1ccccc1C ?
KB-V1 cytotox: 8%; DRD3 agonist: 12; KB-3-1 cytotox: 7%

Results for COc1ccccc1N1CCN(C(=O)c2cn(CC(C)C)c(=O)c3c2c2ccccc2n3C)CC1 ?
KB-V1 cytotox: 1%; DRD3 agonist: 5; KB-3-1 cytotox: -4%

Results for Cc1ccc(-c2noc(-c3cccnc3NCc3ccc(Cl)cc3)n2)cc1 ?
KB-V1 cytotox: -2%; DRD3 agonist: 3; KB-3-1 cytotox: 2%

Results for Cc1c(C)c2c(cc(C)c3c(-c4ccccc4)coc32)oc1=O ?
KB-V1 cytotox: 13%; DRD3 agonist: -4; KB-3-1 cytotox: 7%

Results for COc1ccccc1NC(=O)CSc1ncc2c(n1)-c1ccccc1N(Cc1ccccc1C)S2(=O)=O ?
KB-V1 cytotox: -23%; DRD3 agonist: 8; KB-3-1 cytotox: inconclusive

How did CCN(c1ccccc1)c1nnc(NC(=O)Nc2cccc(C(F)(F)F)c2)s1 do in these assays?
KB-V1 cytotox: 9%; DRD3 agonist: 5; KB-3-1 cytotox: 4%

How did CCOc1ccc(NC(=O)CSC2=Nc3ccccc3C3=NC(CC(=O)NCc4ccccc4OC)C(=O)N23)cc1 (stereo not given) do in these assays?
KB-V1 cytotox: -14%; DRD3 agonist: -21; KB-3-1 cytotox: -1%

What do the screens show for `Cc1ccc2nc(-c3ccc(Cl)c(NC(=O)COc4ccc([N+](=O)[O-])cc4)c3)oc2c1`?
KB-V1 cytotox: 6%; DRD3 agonist: 3; KB-3-1 cytotox: 17%

How did CC(=O)Nc1ccc(NC(=O)Nc2sc3nc4n(c(=O)c3c2C)CCC(C)CC4)cc1 (stereo not given) do in these assays?
KB-V1 cytotox: 6%; DRD3 agonist: -20; KB-3-1 cytotox: 6%

What do the screens show for `CCOCCCNC(=O)c1cnc2sc(N3CCCCC3)nn2c1=O`?
KB-V1 cytotox: 0%; DRD3 agonist: 7; KB-3-1 cytotox: 17%

Results for CC(=O)Nc1nonc1-c1nnc(SCc2ccccc2Cl)n1C ?
KB-V1 cytotox: -13%; DRD3 agonist: 8; KB-3-1 cytotox: -3%

How did CCOc1ccc2nc(N3CCCC(C(=O)Nc4ccc(OC)c(Cl)c4)C3)sc2c1 (stereo not given) do in these assays?
KB-V1 cytotox: -7%; DRD3 agonist: 5; KB-3-1 cytotox: -4%

How did CCOc1ccc(S(=O)(=O)N(CC(=O)Nc2ccc3c(c2)OCO3)c2ccc(C)cc2)cc1 do in these assays?
KB-V1 cytotox: -29%; DRD3 agonist: -23; KB-3-1 cytotox: -5%

How did Cc1ccc(C(=O)c2oc3ccccc3c2NC(=O)c2cc(=O)c3ccccc3o2)cc1 do in these assays?
KB-V1 cytotox: inconclusive; DRD3 agonist: -2; KB-3-1 cytotox: 9%

How did Cc1nc2ccn(Cc3cccs3)c(=O)c2cc1C(=O)N1CCN(c2ccccc2)CC1 do in these assays?
KB-V1 cytotox: 3%; DRD3 agonist: 1; KB-3-1 cytotox: 2%

Ordered by SMILES length (falling): three of the compounds above.
How did CC(=O)Nc1ccc(NC(=O)Nc2sc3nc4n(c(=O)c3c2C)CCC(C)CC4)cc1 (stereo not given) do in these assays?
KB-V1 cytotox: 6%; DRD3 agonist: -20; KB-3-1 cytotox: 6%

What do the screens show for `CC(C)CCNC(=O)CN1C(=O)CSc2ccc(S(=O)(=O)N3CCCCC3)cc21`?
KB-V1 cytotox: -6%; DRD3 agonist: -8; KB-3-1 cytotox: -1%

How did CCN(c1ccccc1)c1nnc(NC(=O)Nc2cccc(C(F)(F)F)c2)s1 do in these assays?
KB-V1 cytotox: 9%; DRD3 agonist: 5; KB-3-1 cytotox: 4%

Following part.
How did Cc1onc(-c2ccccc2Cl)c1C(=O)Oc1cc(F)cc(F)c1 do in these assays?
KB-V1 cytotox: -19%; DRD3 agonist: -6; KB-3-1 cytotox: -2%

Results for Cc1ccccc1NC(=O)c1nc(S(C)(=O)=O)ncc1N(Cc1ccco1)Cc1sccc1C ?
KB-V1 cytotox: -25%; DRD3 agonist: -12; KB-3-1 cytotox: -11%

What do the screens show for `CCOc1ccc(S(=O)(=O)N2CCC(N3CCN(Cc4ccc(C)cc4)C(=O)C3=O)CC2)cc1`?
KB-V1 cytotox: inconclusive; DRD3 agonist: 5; KB-3-1 cytotox: 12%

What do the screens show for `CCC(=O)N1CCc2cc(Br)cc(S(=O)(=O)CCC(=O)NCc3ccc(Cl)cc3)c21`?
KB-V1 cytotox: -2%; DRD3 agonist: -18; KB-3-1 cytotox: 3%

Results for Cc1ccccc1CNC(=O)CCCn1nc(C)c2sc3ccccc3c2c1=O ?
KB-V1 cytotox: 15%; DRD3 agonist: -15; KB-3-1 cytotox: -4%

What do the screens show for `Cc1cc(C(=O)N2CCN(c3ccc(F)cc3)CC2)c2c(C)nn(-c3cccc(Cl)c3C)c2n1`?
KB-V1 cytotox: -11%; DRD3 agonist: 5; KB-3-1 cytotox: 0%

What do the screens show for `CCOC(=O)c1noc2ncnc(Nc3ccc(C)c(F)c3)c12`?
KB-V1 cytotox: 0%; DRD3 agonist: -17; KB-3-1 cytotox: 0%

How did COc1ccc(-n2c(=O)c3c4c(sc3n(Cc3ccc(F)cc3)c2=O)CCCC4)c(OC)c1 do in these assays?
KB-V1 cytotox: 7%; DRD3 agonist: 3; KB-3-1 cytotox: 8%

How did CC(=O)c1ccc(NC(=O)Cn2cnc3nc4c(cc3c2=O)CC(C)CC4)cc1 (stereo not given) do in these assays?
KB-V1 cytotox: inconclusive; DRD3 agonist: 9; KB-3-1 cytotox: 0%

How did COc1ccc(S(=O)(=O)N2CCN(Cc3nc4ccc(C)cc4o3)CC2)cc1 do in these assays?
KB-V1 cytotox: 6%; DRD3 agonist: 0; KB-3-1 cytotox: -10%

What do the screens show for `Cc1ccc(C(=O)Nc2cccc(C(=O)OCc3cc(=O)n4nc(C5CC5)sc4n3)c2)cc1`?
KB-V1 cytotox: 14%; DRD3 agonist: 6; KB-3-1 cytotox: 13%

Results for O=C(CSc1nc2ccccc2nc1Cc1ccc(Cl)cc1)N1CCN(c2ccccc2F)CC1 ?
KB-V1 cytotox: 3%; DRD3 agonist: 37*; KB-3-1 cytotox: 5%

How did CCc1ccc(CN(Cc2ccco2)c2cnc(S(C)(=O)=O)nc2C(=O)Nc2cccc(C)c2)cc1 do in these assays?
KB-V1 cytotox: -6%; DRD3 agonist: -8; KB-3-1 cytotox: -7%

How did CSc1cccc(NC(=O)C2CCN(S(=O)(=O)c3ccc4[nH]c5c(c4c3)CCCCC5)CC2)c1 do in these assays?
KB-V1 cytotox: 3%; DRD3 agonist: 5; KB-3-1 cytotox: -7%

How did CCc1ccccc1NC(=O)CSc1nncn2c1cc1oc(C)cc12 do in these assays?
KB-V1 cytotox: 1%; DRD3 agonist: 3; KB-3-1 cytotox: 0%

Results for Cc1ccc(Cl)cc1N1CCN(C(=O)Cn2ncc3c([nH]c4ccccc43)c2=O)CC1 ?
KB-V1 cytotox: inconclusive; DRD3 agonist: 2; KB-3-1 cytotox: 4%

What do the screens show for `Cc1cc(C)cc(Nc2cc(C(=O)NCCCN(Cc3ccccc3)C(C)C)c3ccccc3n2)c1`?
KB-V1 cytotox: inconclusive; DRD3 agonist: -12; KB-3-1 cytotox: inconclusive

Results for CCOc1ccccc1CNC(=O)CCCN1C(=O)c2cccnc2Oc2ccc(Cl)cc21 ?
KB-V1 cytotox: -4%; DRD3 agonist: 3; KB-3-1 cytotox: -7%

Screening data deposited in PubChem by National Center for Advancing Translational Sciences (NCATS).
